AmpC inh no detg = blocks E. coli AmpC beta-lactamase in detergent-free assay. AmpC nitrocefin hydrolysis, absorbance 480 nm, 0.0001% Triton. AID 485341. 330,000 compounds, 0.52% hits. P00811. Potency, µM (titrated, usually from 57.1 µM), without a hit: at the highest dose activity change, negative = inhibition, usual class: inhibitors;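 note: potency is the fitted concentration of half-maximal effect; plate controls were no compound for no effect and no enzyme for full effect; nearly all actives have a fitted effect of over 20% in size; some results filed as inactive show a strong effect at the top dose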
Target sequence (P00811 whole entry, looked up): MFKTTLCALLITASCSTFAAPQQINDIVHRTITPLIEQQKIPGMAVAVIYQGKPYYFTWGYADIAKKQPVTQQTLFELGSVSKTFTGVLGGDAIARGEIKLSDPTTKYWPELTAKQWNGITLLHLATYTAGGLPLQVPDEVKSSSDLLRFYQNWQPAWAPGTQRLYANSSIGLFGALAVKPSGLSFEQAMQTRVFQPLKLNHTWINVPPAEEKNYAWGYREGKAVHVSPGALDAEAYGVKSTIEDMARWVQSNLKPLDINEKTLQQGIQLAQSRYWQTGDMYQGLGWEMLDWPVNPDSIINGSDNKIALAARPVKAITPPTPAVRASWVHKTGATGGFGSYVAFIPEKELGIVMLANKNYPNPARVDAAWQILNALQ
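AmpC (5.3 nM in the dispensed reagent) in 20 mM phosphate pH 7.0 with 0.01% (detergent screen) or 0.0001% Triton X-100 was preincubated with compounds for 15 min at room temperature. Nitrocefin was then added from an 800 uM solution, and hydrolysis was followed at 480 nm.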
AMA1 RON2 block = AMA1-RON2 (P. falciparum) interaction inhibition; AlphaScreen AMA1-biotinylated RON2 peptide binding; Potency, µM (top dose mostly 58.2 µM), for inactives: top-dose activity change, negative = inhibition, usual class: inhibitors; 360,000 compounds, 0.2% hits; AID 720542;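 note: potency is the fitted concentration of half-maximal effect; 0% = vehicle wells and -100% = peptide control; nearly all actives have a fitted effect of over 45% in size; some results filed as inactive show a strong effect at the top dose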
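AMA1 (3D7) with his tag at 25 nM final met compounds first, then biotinylated RON2 peptide at 25 nM; detection used donor plus acceptor beads, 10 µg/mL apiece, read by AlphaScreen after 30 min at room temperature.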
FBPA Giardia inh = Giardia lamblia aldolase inhibition. 290,000 compounds, 0.71% hits. purified Giardia FBPA. A8B2U2. Potency, µM (highest dose often 59.6 µM), for inactives: top-dose activity, negative = inhibition, usual class: inhibitors; note: potency is the fitted concentration of half-maximal effect; nearly all actives have a fitted effect of over 55% in size
Target sequence (A8B2U2 whole entry, looked up): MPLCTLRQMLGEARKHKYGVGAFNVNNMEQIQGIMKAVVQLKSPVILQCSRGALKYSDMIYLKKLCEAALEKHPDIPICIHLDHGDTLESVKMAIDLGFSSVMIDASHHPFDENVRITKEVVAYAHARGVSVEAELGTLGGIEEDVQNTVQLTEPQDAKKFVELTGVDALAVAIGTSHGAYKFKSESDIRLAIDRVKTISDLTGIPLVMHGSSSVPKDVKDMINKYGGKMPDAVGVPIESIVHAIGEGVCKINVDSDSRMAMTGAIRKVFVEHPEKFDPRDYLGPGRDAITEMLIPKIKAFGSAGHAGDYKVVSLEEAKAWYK
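40 nM FBPA preincubated 10 min at RT with compound (up to 57.5 uM final), then substrate plus GAPDH/TPI/NAD/arsenate coupling and diaphorase/resazurin added. Fluorescence read after 20 min at RT, 525/598 nm.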
HCMV inh = human cytomegalovirus inhibition; HFF cells, HCMV-luciferase reporter, 72 h; active compounds read low; activity change, negative = inhibition, % at 57.5 µM; 410,000 compounds, 4.5% hits; in the data active = activity change below about -60%; inconclusive = no clear call, values can overlap the other calls; inactive = above about -39%
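Screen run at 2 compound doses on HFFs infected with reporter HCMV, MOI 1 PFU/cell. Luciferase activity from cell lysates at 72 h post infection gave inhibition relative to buffer-only and Salinomycin wells.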
Sm TGR inh = blocks Schistosoma mansoni thioredoxin glutathione reductase. purified TGR, DTNB reduction, TNB absorbance 405 nm. Potency, µM (series often up to 114 µM), for inactives: at the highest dose activity change, negative = inhibition, usual class: inhibitors. 360,000 compounds, 3% hits. AID 485364; note: potency is the fitted concentration of half-maximal effect; nearly all actives have a fitted effect of over 60% in size
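Kinetic colorimetric format: TGR-catalysed, NADPH-driven DTNB reduction monitored via TNB absorbance. Enzyme dispensed at 20 nM; compound exposure 15 min at room temperature before reaction start.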
AmpC detergent = inhibitors of E. coli AmpC beta-lactamase with detergent | P00811 | AmpC hydrolysis of nitrocefin, absorbance 480 nm, 0.01% Triton | Potency, µM (highest dose often 114 µM), for inactives: at the highest dose activity change, negative = inhibition, actives largely listed as inhibitors | 370,000 compounds, 0.041% hits;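 note: potency is the fitted concentration of half-maximal effect; 0% = no-compound wells and -100% = no-enzyme wells; nearly all actives have a fitted effect of over 25% in size; some results filed as inactive show a strong effect at the top dose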
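20 mM phosphate pH 7.0 + 0.01% (detergent screen) or 0.0001% Triton X-100; 5.3 nM AmpC reagent; cpd preinc 15 min RT; nitrocefin (800 uM stock) to start; A480 q20 s × 4 min; Activity was normalised to no-enzyme and no-compound control wells.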
An asterisk follows results filed as active; ? = inconclusive; . = no result given; & = joins results of further samples; [ ] = another dose, or the depositor's remark. Unless noted, calls come from the whole dose curve; as a rule, active = well fitted curve in the direction sought with a large enough effect; inconclusive = small, poorly fitted or top-dose-only effect, or another doubt; inactive = no such curve, though single readings can be large; an effect the other way counts as inactive or inconclusive. Unless noted, % is set by controls: 0 for no effect and ±100 for the full control effect.

SMILES	AmpC inh no detg	AMA1 RON2 block	FBPA Giardia inh	HCMV inh	Sm TGR inh	AmpC detergent
Cc1ccc(S(=O)(=O)NCCCCCC(=O)Nc2ccccn2)cc1	-26%	11%	2%	1	-23%	0%
NNC(=O)c1csc(CS(=O)(=O)c2ccc(Cl)cc2)n1	-4%	88%[activator]	1%	86	?	9%
O=C(CNC(=O)c1ccccc1)OCc1cc(=O)n2nc(C3CCCCC3)sc2n1	.	.	.	7	6%	3%
N#Cc1c(-c2ccccc2)oc(=O)c2ccccc12	-11%	-1%	1%	-21	4%	?
O=C(OCc1cccc([N+](=O)[O-])c1)c1cccnc1Cl	-7%	-13%	.	8	-8%	-7%
CCCCN(C)CCNS(=O)(=O)c1ccc2c(c1)n(C)c(=O)c(=O)n2C	-20%	21%	2%	23	4%	?
O=C(Nc1nc(-c2ccccc2)ns1)c1ccncc1	-15%	8%	-4%	32	13%	-8%
Cc1ccc(-c2nc(CCNC(=O)C(=O)Nc3ccc(C)cc3C)cs2)cc1	.	.	.	15	3%	-6%
CCOC(=O)C1CCC(CN(Cc2ccc(OC)cc2)S(=O)(=O)c2ccc(C)cc2)CC1 (stereo unspecified)	.	.	.	-15	7%	-1%
Nc1cc(Cl)ccc1Oc1ccc2ccccc2c1	-32%	-9%	-7%	37	2%	-6%
O=C(CCNS(=O)(=O)c1ccc(Cl)cc1)N1CCCCCC1	-2%	4%	.	-12	-21%	4%
CCn1nc(C)c2c(-c3ccccc3)cc(=O)n(C(C)C(=O)Nc3ccc(OC)c(OC)c3)c21 (stereo unspecified)	.	.	.	2	2%	12%
COc1ccc(NC(=O)c2ccc(-c3nc(CSc4ccc(C)cc4)c(C)o3)cc2)cc1Cl	.	.	.	-36	-7%	2%
CN1C(=O)[C@H]2[C@@H](/C=C/c3ccccc3)N3C(=O)CN(CC4CC4)C(=O)[C@@]3(C)[C@H]2C1=O	29%	5%	-14%	16	-2%	-11%
O=C1NC(=S)S/C1=C\c1cc2ccccc2nc1N1CCCCC1	-38%	21%	26%	-22	5%	3%
N#C/C(=C\c1c(N2CCC(C(N)=O)CC2)nc2ccccn2c1=O)C(=O)NC1CCCCC1	14%	0%	.	8	4%	0%
O=C(N=c1ccn(-c2nc3ccccc3nc2NS(=O)(=O)c2ccccc2)cc1)c1ccccc1Cl	-2%	-6%	-4%	-15	-7%	-2%
Clc1ccc(-c2cc(-c3nnc4n3CCCCC4)c3ccccc3n2)cc1	-11%	3%[11.6 µM]	3%	-72*	-12%	-2%
Cc1c2cnn(CC(=O)N3CCC4(CC3)OCCO4)c(=O)c2c(C)n1Cc1ccccc1	51%	-3%	0%	-15	6%	-1%
OC(CNCCc1ccc(Cl)cc1Cl)COc1ccccc1 (stereo unspecified)	8%	-15%	?	-24	-23%	1%
O=C(COC(=O)c1ccccn1)c1ccc([N+](=O)[O-])cc1	-41%	-54%	8%	16	-24%	2%
O=C(CCN1C(=O)C2CC=CCC2C1=O)Nc1cccc(S(=O)(=O)N2CCCCC2)c1 (stereo unspecified)	-13%	-4%	.	-23	-3%	-6%
COc1cc(NC(=O)C(=O)NCCN(C)C)c(OC)cc1Cl	-23%	2%	3%	104	6%	-6%
Cc1ccc2cc3c(N)c(C(=O)Nc4c(C)[nH]c(=O)[nH]c4=O)sc3nc2c1	-16%	-6%	-14%	42	0%	-10%
CC1=C(C)C(OCCCl)N(c2cc(O)c(Cl)cc2F)C1=O (stereo unspecified)	-4%	-14%	3%	-28	-33%	-4%
Cc1ccc(S(=O)(=O)C(CNC(=O)C(=O)NCCc2ccccc2)c2cccs2)cc1 (stereo unspecified)	.	.	.	-31	?	-14%
CC(=O)c1ccc(N2CCN(C(=O)c3cc(S(=O)(=O)N4CCOCC4)ccc3C)CC2)cc1	85%[activator]	13%	.	8	.	.
CCOc1cccc2sc(NC(=O)c3ccc(Br)s3)nc12	-39%	17%	-2%	97	3%	-7%
O=C(CNC(=O)N1CC(=O)Nc2ccccc21)NCc1cccc(Cl)c1	-16%	-3%	.	0	-3%	?
O=C(CSc1nnc(CNC(=O)c2c(F)cccc2Cl)o1)Nc1ccc2c(c1)OCCO2	-17%	-8%	3%	19	0%	-3%
O=C(Nc1cccc(-c2ccc(N3CCOCC3)nn2)c1)c1ccc(Cl)cc1	32µM*	27%	.	-1	0%	?
CCOC(CCn1c(SCC(=O)NC2CCCC2)nc2ccccc2c1=O)OCC	2%	4%	.	?	3%	6%
Cc1ccc(SCc2ccc(C(=O)Nc3cc([N+](=O)[O-])ccc3C)cc2)cc1	-15%	-1%	.	-30	10%	1%
COc1ccc(/C=C2\Sc3ccc(C(=O)N4CCOCC4)cc3N(C)C2=O)cc1	171%[activator]	-10%	1%	-32	-9%	-6%
CSc1nnc(SCC(=O)NC(=O)c2ccccc2)s1	-23%	5%	.	9	-6%	-16%
C#Cc1ccc([C@H]2C=C(C(=O)NC3CC3)O[C@@H](OCC)[C@@H]2CCCO)cc1	45%	-16%	-7%	6	4%	-2%
Cc1c(C(=O)c2ccc(N(C)C)cc2)c2ccccn2c1CCC#N	5%	-24%	?	?	?	9%
COc1cc(/C=C/C(=O)O)cc(OC)c1OC	-16%	17%	7%&17%	-21	5%	4%
CC(C)(C)c1ccc(C(=O)NC(Cc2c[nH]c3ccccc23)C(=O)OCC(=O)c2ccc(Cl)cc2)cc1 (stereo unspecified)	.	.	.	?	9%	9%
COc1ccc(CN2C(=O)c3ccc(C(=O)O)cc3C2=O)cc1	-11%	-1%	13%	-15	6%	-18%

Reformatted: entries from further up
Order of results: AmpC inh no detg | AMA1 RON2 block | FBPA Giardia inh | HCMV inh | Sm TGR inh | AmpC detergent
> O=C(Nc1cccc(-c2ccc(N3CCOCC3)nn2)c1)c1ccc(Cl)cc1
 : 32µM* | 27% | . | -1 | 0% | ?
> CCOC(CCn1c(SCC(=O)NC2CCCC2)nc2ccccc2c1=O)OCC
 : 2% | 4% | . | ? | 3% | 6%
> Cc1ccc(SCc2ccc(C(=O)Nc3cc([N+](=O)[O-])ccc3C)cc2)cc1
 : -15% | -1% | . | -30 | 10% | 1%
> COc1ccc(/C=C2\Sc3ccc(C(=O)N4CCOCC4)cc3N(C)C2=O)cc1
 : 171%[activator] | -10% | 1% | -32 | -9% | -6%
> CSc1nnc(SCC(=O)NC(=O)c2ccccc2)s1
 : -23% | 5% | . | 9 | -6% | -16%
> C#Cc1ccc([C@H]2C=C(C(=O)NC3CC3)O[C@@H](OCC)[C@@H]2CCCO)cc1
 : 45% | -16% | -7% | 6 | 4% | -2%
> Cc1c(C(=O)c2ccc(N(C)C)cc2)c2ccccn2c1CCC#N
 : 5% | -24% | ? | ? | ? | 9%
> COc1cc(/C=C/C(=O)O)cc(OC)c1OC
 : -16% | 17% | 7%&17% | -21 | 5% | 4%
> CC(C)(C)c1ccc(C(=O)NC(Cc2c[nH]c3ccccc23)C(=O)OCC(=O)c2ccc(Cl)cc2)cc1 (stereo unspecified)
 : . | . | . | ? | 9% | 9%
> COc1ccc(CN2C(=O)c3ccc(C(=O)O)cc3C2=O)cc1
 : -11% | -1% | 13% | -15 | 6% | -18%

The main list resumes, starting two compounds before the break.
SMILES	AmpC inh no detg	AMA1 RON2 block	FBPA Giardia inh	HCMV inh	Sm TGR inh	AmpC detergent
CC(C)(C)c1ccc(C(=O)NC(Cc2c[nH]c3ccccc23)C(=O)OCC(=O)c2ccc(Cl)cc2)cc1 (stereo unspecified)	.	.	.	?	9%	9%
COc1ccc(CN2C(=O)c3ccc(C(=O)O)cc3C2=O)cc1	-11%	-1%	13%	-15	6%	-18%
Cc1cc(N)c2cc(NC(=O)/C=C/c3ccccc3Cl)ccc2n1	5%	?	0%	.	-18%	-2%
COC(=O)Nc1ccc(S(=O)(=O)N2CCC(C(=O)N3CCCCC3C)CC2)cc1 (stereo unspecified)	6%	-3%	3%	-23	-1%	-13%
Oc1ccc(Br)cc1C=Nc1ccc2c3c(cccc13)CC2	-22%	-13%	-28%	114	-30%	3%
CCc1ccccc1NC1=NCC(=O)N1C1CCCC1	0%	-6%	-7%	28	.	1%
Cc1cn2c(=O)cc(COc3cccc(NC(=O)c4cccc(F)c4)c3)nc2s1	.	.	.	-25	9%	8%
O=C(Cn1cc2c(n1)CCCCC2)NCc1ccccn1	-13%	132%[activator]	-8%	-7	0%	?
Cc1[nH]nc2c1C(CCc1ccccc1)C(C#N)=C(N)O2 (stereo unspecified)	-25%	2%	-11%	-6	-35%	?
Cc1cccc(N2CCN(S(=O)(=O)c3ccc4c(c3)C(C)(C)C(=O)N4C)CC2)c1C	34%	-20%	0%	1	0%	-15%
O=C(Nc1ccc(NC(=O)c2sc3ccccc3c2Cl)cc1)c1ccco1	-9%	-5%	7%	-76*	2%	-12%
COc1cccc2cc(C(=O)NC3CC4CCC3C4)oc12 (stereo unspecified)	-31%	-4%	-11%	0	-11%	-7%
Cc1nnsc1NC(=O)OCc1ccc(C(C)(C)C)cc1	-3%	0%	4%	11	4%	1%
Cc1cc(C)cc(NC(=O)CN2CCN(c3ccccn3)CC2)c1	35%	-13%	11%	22	0%	-16%
COCCSc1nnc(NC(=O)CSCc2ccccc2)s1	?	-11%	-1%	24	-7%	2%
COc1ccc(N(C(=O)c2ccco2)S(=O)(=O)c2cc(OC)ccc2OC)cc1	-17%	-3%	-2%	-14	4%	3%
Cc1cc(C)n(-c2nc(SCC(=O)O)c3c4c(sc3n2)COC(C)(C)C4)n1	1%	2%	-15%	-12	0%	3%
O=C(Nc1nc(-c2ccc(F)c(F)c2)cs1)c1cnccn1	-20%	13%	-3%	15	3%	-10%
Cc1ccc(N=Nc2cc(C)ccc2N)cc1	-43%	32µM*	-1%	0	0%	-6%
CCn1c(=N)n(CC(=O)c2ccc(Cl)c(Cl)c2)c2ccccc21	-19%	11%	-6%	98	0%	0%
CCC1(CC)Cc2ccccc2-c2nc(CN(C)C)[nH]c(=O)c21	4%	70%[activator]	15%	?	10%	-3%
Cc1ccc(-c2nc3c(c(SCC(=O)N4CCCCC4)n2)Cc2cc(C)ccc2O3)cc1	.	.	.	0	-17%	3%
CCOC(=O)NN1C(=O)c2ccccc2NC1c1cccnc1 (stereo unspecified)	-17%	-7%	4%	-27	1%	0%
CCCc1c(C)nc(N2CCN(c3cccc(OC)c3)CC2)[nH]c1=O	-17%	-8%	9%	-13	-21%	-10%
CCN(C(=O)C1CCCN(c2nc(-c3ccc(OC)cc3)no2)C1)c1ccc(OC)cc1 (stereo unspecified)	157%[activator]	-16%	-2%	-28	-21%	-1%
COc1ccc(OC)c(S(=O)(=O)NCc2cccn2Cc2cccc(C)c2)c1	.	.	.	-6	-10%	10%
COc1ccc(CCNC(=O)CCCn2nc(C)c3sc4ccccc4c3c2=O)c(OC)c1	.	.	.	-11	-12%	-7%

Screening results (PubChem BioAssay)
